Screening data (PubChem)
Tau fibril FP: blocks human tau fibril formation measured by polarization; P10636; K18 P301L tau heparin fibrillization, Alexa594 FP, 6 h; Potency, µM (series often up to 57.7 µM), for inactives: top-dose activity, negative = inhibition, actives largely listed as inhibitors; actives 0.39% (n = 280,000); AID 1468; also: nearly all actives have a fitted effect of over 55% in size
Target sequence (P10636 561-689 P618L limits assumed): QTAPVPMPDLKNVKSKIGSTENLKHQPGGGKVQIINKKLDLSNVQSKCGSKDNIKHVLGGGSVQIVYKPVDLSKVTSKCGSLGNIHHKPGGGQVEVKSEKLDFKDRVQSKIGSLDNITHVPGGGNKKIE
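K18 P301L tau (15 uM unlabeled/0.24 uM Alexa 594-labeled, final) + compound + heparin 20 uM final; 100 mM NaOAc pH 7; 6 hr 37 C; ThT 30 uM final added, 1 hr RT; FP ex 555/em 632 nm.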
TRb SRC2 PPI: TRbeta-SRC2 interaction inhibition. P10828. TRbeta-SRC2 peptide binding, fluorescence polarization; receptor liganded with 1 µM T3. Potency, µM (highest dose often 106 µM), inactives show at the highest dose activity change, negative = inhibition, most hits filed as inhibitors. actives 0.065% (n = 280,000). AID 1469;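 also: plate controls were bound peptide for no effect and peptide without receptor for full effect; nearly all actives have a fitted effect of over 50% in size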
Target sequence (P10828 whole entry, looked up): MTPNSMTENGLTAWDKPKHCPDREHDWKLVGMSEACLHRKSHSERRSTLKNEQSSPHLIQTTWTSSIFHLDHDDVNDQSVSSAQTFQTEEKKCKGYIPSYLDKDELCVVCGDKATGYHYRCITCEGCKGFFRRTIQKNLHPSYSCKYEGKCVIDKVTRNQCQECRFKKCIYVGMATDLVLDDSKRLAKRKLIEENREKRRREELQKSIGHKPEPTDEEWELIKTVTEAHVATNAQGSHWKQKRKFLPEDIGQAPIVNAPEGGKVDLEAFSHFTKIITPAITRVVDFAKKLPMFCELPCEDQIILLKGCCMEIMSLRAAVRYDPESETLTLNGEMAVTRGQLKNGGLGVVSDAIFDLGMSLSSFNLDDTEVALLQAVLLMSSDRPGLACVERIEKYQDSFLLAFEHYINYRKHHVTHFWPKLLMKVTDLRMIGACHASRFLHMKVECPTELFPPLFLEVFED
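Assay buffer: 20 mM Tris-HCl, 100 mM NaCl, 10% glycerol, 1 mM EDTA, 0.01% NP-40, 1 mM DTT, 1 uM T3, 5% DMSO; TRb LBD 0.6 uM, Texas Red SRC2 20 nM; FP after 5 hr.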
GoLoco inh red: RGS12 GoLoco-Gai1 interaction inhibition. Gai1:RGS12 GoLoco peptide FP, rhodamine, 10 min. P63096. Potency, µM (top dose mostly 61.6 µM), for inactives: at the top dose activity, negative = inhibition, most hits filed as inhibitors. actives 0.44% (n = 230,000); active = well fitted inhibition curve with a large enough effect, not every such curve was filed as active; inactive = no such curve, though single readings can be large or run the other way; also: nearly all actives have a fitted effect of over 30% in size; many of its hits are not listed in these tables
Target sequence (P63096 whole entry, looked up): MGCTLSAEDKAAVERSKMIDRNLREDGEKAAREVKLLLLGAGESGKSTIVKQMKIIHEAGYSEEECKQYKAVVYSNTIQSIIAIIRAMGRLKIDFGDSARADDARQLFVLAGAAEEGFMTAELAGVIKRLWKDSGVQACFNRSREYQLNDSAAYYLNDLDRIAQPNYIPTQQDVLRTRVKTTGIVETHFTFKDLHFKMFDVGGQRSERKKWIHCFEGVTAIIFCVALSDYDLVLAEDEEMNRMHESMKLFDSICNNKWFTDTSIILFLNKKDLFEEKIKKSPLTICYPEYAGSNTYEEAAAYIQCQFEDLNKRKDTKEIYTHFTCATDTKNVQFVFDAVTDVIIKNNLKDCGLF
RECQ1 helicase: RECQ1 (human) helicase inhibition | P46063 | RECQ1 DNA unwinding, red fluorescence kinetic read | Potency, µM (titrated, usually from 57.3 µM), for inactives: at the highest dose activity, negative = inhibition, actives largely listed as inhibitors | actives 0.54% (n = 240,000);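 also: plate controls were vehicle for no effect and no enzyme for full effect; nearly all actives have a fitted effect of over 30% in size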
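50 nM RECQ1T1 preincubated 15 min with compound in Tris pH 8.0 buffer with MgCl2, DTT, Tween-20 and 2.5 ug/ml poly(dI-dC); started with 200 nM TAMRA/BHQ-2 forked duplex and 2 mM ATP. Unwinding read as fluorescence (525/598 nm), two reads 2 h apart.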
TR SRC2 fluor cs: counter-screen for TRb-SRC2 inhibitors: fluorescence interference; AID 1479; Potency, µM (top dose mostly 106 µM), for the others: top-dose fluorescence change, negative = quenching; TRb/SRC2 Texas Red total fluorescence interference; actives 0.29% (n = 280,000); active = well fitted curve in either direction with a large enough effect; inconclusive = small, poorly fitted or top-dose-only effect
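Human TRβ ligand-binding domain (0.6 uM) and Texas Red SRC2 peptide (20 nM) in Tris buffer with 1 uM T3 and 5% DMSO were incubated with pinned compound for 5 hr at ambient temperature. Total fluorescence was computed as S + 2P (555/632 nm).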
JMJD2E inh: blocks human JMJD2E demethylase activity | JMJD2E catalytic domain, FDH-coupled NADH fluorescence (FDH is formaldehyde dehydrogenase) | Potency, µM (highest dose often 57.1 µM), without a hit: top-dose activity change, negative = inhibition, usual class: inhibitors | actives 1.6% (n = 230,000) | AID 2147; active = well fitted inhibition curve with a large enough effect, not every such curve was filed as active; inconclusive = small, poorly fitted or top-dose-only effect, or another doubt; inactive = no such curve, though single readings can be large or run the other way;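 also: 0% = wells with enzyme and -100% = buffer wells without enzyme; nearly all actives have a fitted effect of over 50% in size; many of its hits are not listed in these tables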
L3MBTL1 block: inhibitors of human L3MBTL1; actives 0.66% (n = 230,000); AID 485360; Potency, µM (doses to about 57.1 µM), without a hit: at the highest dose activity, negative = inhibition, actives largely listed as inhibitors; Q9Y468; AlphaScreen L3MBTL1–H3K9me1 peptide binding; also: nearly all actives have a fitted effect of over 60% in size
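First, the protein-peptide complex forms for 30 min at room temperature (L3MBTL1 50 nM, biotinylated H3K9me1 peptide 75 nM). Next, compounds are pin-transferred and incubated 30 min. Finally, AlphaScreen beads are added and read after 30 min.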
Tau ThT inhib: blocks human tau fibril formation measured by thioflavin T | recombinant tau K18 P301L (four-repeat tau fragment), heparin-induced fibrillization, ThT fluorescence | Potency, µM (doses to about 57.4 µM), inactives show at the highest dose activity, negative = inhibition, most hits filed as inhibitors | actives 2.1% (n = 270,000) | AID 1460; also: nearly all actives have a fitted effect of over 55% in size
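In this qHTS, human K18 P301L tau is incubated with compound and heparin for 6 hr at 37 C, and Thioflavin T fluorescence then reports fibril load.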
* hit, by the source's call; i = inactive; u = inconclusive; x = not tested or not shown; & = joins results of further samples; [ ] = another dose, or the depositor's remark. Unless noted, calls follow the shape of the dose curve; as a rule, active = well fitted curve in the direction sought with a large enough effect; inconclusive = small, poorly fitted or top-dose-only effect, or another doubt; inactive = no such curve, though single readings can be large; an effect the other way counts as inactive or inconclusive. Unless noted, % is scaled to controls: 0 for no effect and ±100 for the full control effect; potency is read from the fitted curve at half-maximal effect. Not all compounds are listed, so the mix of outcomes need not match the whole.

mol,Tau fibril FP,TRb SRC2 PPI,GoLoco inh red,RECQ1 helicase,TR SRC2 fluor cs,JMJD2E inh,L3MBTL1 block,Tau ThT inhib
Cc1cc(O)ccc1Nc1nc(-c2cccs2)cs1,4%,-5%,13%,-13%,3%,-15%,-14%,14µM*
COCCCN(C(=S)Nc1cc(C)cc(C)c1)C(C)c1ccncc1 (centres undefined),-2%,-2%,-2%,-1%,0%,-4%,3%,-4%
COc1cc(OC)nc(NC(=O)CSc2nc3ccccc3[nH]2)n1,-1%,1%,4%,-3%,-6%,2%,x,-7%
COc1cc(C)c(NC(=O)C(=S)NCc2ccccc2)cc1C,-4%,5%,5%,i,-2%,-9%,-19%,-7%
CCOC(=O)c1ccccc1NC(=O)CSc1nc2ccccc2o1,5%,-7%,5%,i,-5%,-11%,16%,-8%
Cc1oc(-c2ccccc2)nc1CS(=O)CC(=O)O (centres undefined),-2%,-6%,4%,-17%,0%,-24%,x,-15%
COC(=O)Cn1c(C)nc([N+](=O)[O-])c1Br,1%,8%,4%,i,-1%,1%,-26%,u
COc1ccc(OC)c(CNC(=O)CCCn2ccc3cc(S(=O)(=O)N4CCCC4)ccc32)c1,7%,6%,x,x,1%,x,x,5%
S=C(Nc1ccc(OCc2ccccc2)cc1)Nc1cccc(Cl)c1Cl,4%,-12%,5%,-11%,2%,-6%,10%,-11%
CCOC(=O)c1ccccc1NC(=O)Cn1cnc2c(cnn2-c2ccc(F)cc2)c1=O,-9%,-3%,11%,-5%,1%,4%,0%,-9%
Cc1oc2ncn(CC(C)C)c(=O)c2c1C(=O)NCCCN1CCCCC1,-5%,0%,x,x,-18%,x,x,-3%
CCOC(=O)c1cc(C)nc(SC)c1C#N,-8%,2%,11%,3%,-1%,u,-27%,0%
CC(C)c1ccc(NC(=O)CN(C)S(=O)(=O)c2ccc3c(c2)c(=O)n(C)c(=O)n3C)cc1,-9%,7%,x,x,0%,x,x,0%
O=C(CCc1ccccc1)Nc1ccc2c(c1)OCCO2,2%,-7%,2%,i,1%,-3%,6%,-10%
O=C(Nc1cc(Sc2nc3ccccc3s2)cc([N+](=O)[O-])c1)c1ccccc1,5%,3%,4%,-12%,-18%,-9%,-7%,0%
CCOc1ccc(CCNCc2c(C(=O)O)c(C)n(Cc3ccccc3F)c2C)cc1,-6%,-9%,x,x,-1%,x,x,-5%
NS(=O)(=O)c1ccc(N=Nc2c[nH]c(=O)c(O)c2)cc1,u,-12%,22%[14.2 µM],-18%,u,32µM*,u,2.5µM*
NC(=O)N/N=C/c1ccccc1OC(=O)c1ccccc1Br,4%,3%,0%,i,-1%,8%,-6%,-4%
Cc1ccccc1CNC(=O)c1c(C)oc2c1C1=NCCN1C=N2,-1%,-4%,x,x,-1%,x,x,3%
O=C1CC(SCCc2nc3ccccc3[nH]2)C(=O)N1c1ccc(F)cc1 (centres undefined),0%,-5%,-2%,i,0%,7%,0%,-8%
COc1ccc(NC(=O)CC23CC4CC(C2)CC(n2nnc(C)n2)(C4)C3)cc1,8%,-2%,4%,-4%,-2%,2%,x,-9%
Cc1ccc(NC(=O)CSc2nc3ccccc3c(=O)n2CCCC(=O)NCCCN2CCOCC2)cc1C,11%,2%,7%,-1%,0%,12%,x,-15%
CCCn1c(-c2ccc(F)cc2)nc2c(NCCCCN(CC)CC)nc(C)nc21,9%,-1%,6%,i,5%,u,x,-4%
Clc1ccc(Nc2c(-c3ccccc3Cl)nc3ccc(Cl)cn23)cc1,6%,-3%,x,x,2%,x,x,0%
NS(=O)(=O)c1ccc(NC(=S)NCc2ccc(Cl)cc2)cc1,-5%,6%,1%,i,1%,-1%,1%,-8%
CSC(=Nc1ccc(Cl)cc1)N[n+]1ccccc1,-6%,-1%,7.1µM*,i,-1%,-1%,1%,-2%
O=C(CCS(=O)(=O)c1nc(-c2cccs2)cc(C(F)(F)F)n1)Nc1cccc(O)c1,-6%,7%,x,x,-2%,x,x,-9%
CCOCC(=O)Nc1nnc(C)s1,-14%,-9%,2%,i,1%,3%,-4%,-4%
Nc1nc(Cl)c(C=O)c(N2CCCCC2)n1,0%,-8%,4%,-1%,-8%,-1%,0%,-2%
O=C(/C=C/c1ccc(OCCCF)cc1)Nc1ccnc(-c2cccnc2)n1,-14%,-2%,36%[activator],-5%,-5%,u,-2%,-13%
COc1cc(C2C(C#N)=C(N)Oc3cc(O)ccc32)cc2c1OCO2 (centres undefined),4%,-2%,-4%,i,1%,-20%,-8%,-10%
COc1ccc2nc(COC(=O)c3cccc([N+](=O)[O-])c3)c(C(C)=O)[n+]([O-])c2c1,-1%,-2%,-5%,-5%,0%,16%,-3%,-9%
CCCS(=O)(=O)N1CCCC(C(=O)NCc2cccnc2)C1 (centres undefined),6%,7%,1%,-12%,0%,-4%,0%,-5%
O=C(NC1CCCC1)c1ccc(CSCc2ccccc2F)o1,-2%,-1%,1%,-9%,-5%,-2%,x,-7%
Cc1ccc(NC(=S)N2CCCC(c3ccccc3)=N2)cc1,-9%,0%,9%,-14%,-3%,10%,9%,-15%
N/C(=N\OC(=O)c1ccccc1Cl)c1ccncc1,8%,0%,13%,-19%,-4%,-10%,-7%,u
O=C(NCc1ccc2c(c1)OCO2)c1ccc(S(=O)(=O)C(F)F)cc1,-5%,-2%,3%,i,-1%,5%,x,0%
CCOCCN1CCN(C(=O)CN2CCCC2=O)CC1,5%,-3%,16%,-1%,0%,-1%,5%,5%
COc1ccc(Nc2ncc(C(=O)Nc3ccc(F)cc3F)c3ccccc23)cc1,u,2%,x,x,-2%,x,x,u
CCOc1ccc(C2/C(=C(\O)c3ccc(OC)c(OC)c3)C(=O)C(=O)N2c2cc(C)on2)cc1OC (centres undefined),-3%,-4%,2%,-2%,-1%,1%,4%,-6%
CC1=Nc2cc(C(=O)O)ccc2Sc2ccc(Br)cc21,-1%,6%,14%,0.32µM*,-1%,4%,-3%,-9%
CCCCN(C)Cc1c(C)[nH]c2ccccc2c1=O,-2%,-5%,-3%,-5%,-1%,2%,9%,-3%
CC(C)c1cc(C(N)=O)c(NC(=O)C2CCC2)s1,-3%,1%,13%,i,-4%,-9%,10%,-1%
O=c1c2ccccc2n(Cc2c(F)cccc2Cl)c(=O)n1CCc1ccccc1,-13%,1%,x,x,0%,x,x,-1%
CCCn1cc(S(=O)(=O)CC(=O)Nc2ccc(OC)cc2OC)c2ccccc21,-12%,-1%,3%,0%,-3%,-24%,45%[activator],-14%
COCCNC(=O)c1ccc2c(c1)nc(C)n2-c1cccc(F)c1,4%,-1%,-2%,i,-1%,6%,7%,7%
CCC(C)(C)NC(=O)C(c1ccccc1)N(Cc1cccnc1)C(=O)c1csnn1 (centres undefined),2%,-2%,-1%,i,3%,9%,9%,-7%
Cn1cc(CC(=O)NCCCN2CCCC2=O)c2ccccc21,4%,1%,3%,-2%,-8%,-22%,2%,-3%
CN1CCN(CCC(=O)N/N=C/c2cc([N+](=O)[O-])ccc2O)CC1,1%,1%,-7%,i,-2%,0.89µM*,-30%,u
O=C(c1ccco1)N1CCN(c2ncccn2)CC1,4%,1%,2%,-2%,-6%,-4%,0%,-12%

(continued)
mol,Tau fibril FP,TRb SRC2 PPI,GoLoco inh red,RECQ1 helicase,TR SRC2 fluor cs,JMJD2E inh,L3MBTL1 block,Tau ThT inhib
CCc1cccc(C)c1NC(=O)c1cc(C)nc2c1c(C)nn2-c1cccc(Cl)c1C,-7%,5%,x,x,3%,x,x,2%
COc1cc(CCN2C(=O)c3cccc4cccc(c34)C2=O)c(S(=O)(=O)NCCO)cc1OC,-4%,-1%,x,-16%,-11%,-1%,0%,-11%
Cc1ccccc1NC(=O)CSc1nc(-c2ccc(F)cc2)nc2c1Cc1ccccc1O2,-6%,-6%,x,x,-2%,x,x,-2%
COc1ccc(OC)c(-c2cc(C(=O)Nc3c(C)nn(Cc4ccccc4Cl)c3C)no2)c1,-8%,-3%,6%,-4%,1%,u,-8%,-11%
Cc1ccc(-n2ncc(Cl)c2C(=O)NC2CC2)cc1,-12%,-8%,-28%,i,1%,3%,13%,-8%
CCOC(=O)c1cnc2ccc(OCC)cc2c1NCCc1ccc(OC)c(OC)c1,9%,3%,x,x,6%,x,x,u
CC1CCc2cc(F)ccc2N1C(=O)C12CCC(C)(C(=O)O1)C2(C)C (centres undefined),0%,3%,4%,i,-4%,-6%,0%[11.4 µM],0%
O=C(CCN1C(=O)c2ccccc2Sc2ncccc21)Nc1ccc(F)cc1,4%,7%,x,x,-1%,x,x,4%
Cc1ccc(CC(=O)N2CCC(c3nc4c(nnn4Cc4ccccc4)c(=O)[nH]3)CC2)cc1,-8%,7%,-8%,6%,-4%,-15%,u,-8%
O=C(N/N=C/c1ccccc1C(F)(F)F)c1ccc(O)cc1,2%,3%,3%,i,-3%,-4%,-5%,u
c1ccc2c(c1)nc(N1CCCCC1)c1ccccc12,-14%,-8%,2%,-1%,-3%,u,50%[activator],-9%
COc1cc(CNc2ccc3c(c2)ncn3C(C)C)cc(OC)c1OC,-6%,-3%,x,x,1%,x,x,u
CCN1C(=O)/C(=C/c2cccs2)S/C1=N\S(=O)(=O)c1ccc(C)cc1,-9%,6%,3%,-7%,0%,10%,6%,-11%
Cn1c(=O)c2c(SC3CCCC3)nc(C3CC3)nc2n(C)c1=O,0%,1%,9%,-5%,0%,6%,7%,-4%
NC(N)=NC(N)=Nc1ccccc1,1%&-9%&-15%&2%,1%&3%&0%&4%,7%&7%&5%&3%,-1%&22%&-10%,-6%&-2%&5%&-3%,3%&-2%&5%,2%,-3%&-1%&2%&-6%
COc1ccc(NC(=O)C(=O)NCc2ccco2)c(OC)c1,-9%,-5%,x,x,4%,x,x,-17%
